Assay outcomes from PubChem BioAssay.
AmpC no deterg: blocks E. coli AmpC beta-lactamase in detergent-free assay. P00811. AmpC nitrocefin hydrolysis, absorbance 480 nm, 0.0001% Triton. AID 485341. Potency, µM (highest dose often 57.1 µM), inactives show at the highest dose activity change, negative = inhibition, usual class: inhibitors. 330,000 tested, 0.52% active;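 note: potency is the fitted concentration of half-maximal effect; plate controls were no compound for no effect and no enzyme for full effect; nearly all actives have a fitted effect of over 20% in size; some results filed as inactive show a strong effect at the top dose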
Target sequence (P00811 whole entry, looked up): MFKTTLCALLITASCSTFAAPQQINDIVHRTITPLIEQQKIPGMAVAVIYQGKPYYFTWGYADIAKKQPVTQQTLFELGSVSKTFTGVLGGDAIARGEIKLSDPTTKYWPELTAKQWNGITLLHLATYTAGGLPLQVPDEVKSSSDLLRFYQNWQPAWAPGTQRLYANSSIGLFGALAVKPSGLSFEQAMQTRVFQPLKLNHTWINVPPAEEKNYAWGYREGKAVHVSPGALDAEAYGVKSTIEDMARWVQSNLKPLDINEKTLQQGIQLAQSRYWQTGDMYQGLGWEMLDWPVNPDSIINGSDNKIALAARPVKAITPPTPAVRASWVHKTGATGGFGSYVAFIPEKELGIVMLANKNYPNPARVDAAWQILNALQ
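20 mM phosphate pH 7.0 + 0.01% (detergent screen) or 0.0001% Triton X-100; 5.3 nM AmpC reagent; cpd preinc 15 min RT; nitrocefin (800 uM stock) to start; A480 q20 s × 4 min; Activity was normalised to no-enzyme and no-compound control wells.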
HCV inh: inhibitors of hepatitis C virus infection; Huh7.5.1 HCVcc-Cre infection, luciferase reporter, 44 h; Potency, µM (series often up to 41.8 µM), for the others: at the highest dose activity change, negative = inhibition, most hits filed as inhibitors; 340,000 tested, 3.4% active; AID 651820; note: potency is the fitted concentration of half-maximal effect
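Cells seeded at 1,000/well and cultured 4 h, then compounds added followed by HCVcc-Cre virus (~0.5 moi). After 44 h further culture, luciferase substrate was added, plates held 15 min at room temperature, and luminescence read for 15 sec.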
AmpC detergent: blocks E. coli AmpC beta-lactamase in detergent assay; AmpC hydrolysis of nitrocefin, absorbance 480 nm, 0.01% Triton; AID 485294; Potency, µM (highest dose often 114 µM), without a hit: at the highest dose activity change, negative = inhibition, actives largely listed as inhibitors; 370,000 tested, 0.041% active;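 note: potency is the fitted concentration of half-maximal effect; 0% = no-compound wells and -100% = no-enzyme wells; nearly all actives have a fitted effect of over 25% in size; some results filed as inactive show a strong effect at the top dose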
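20 mM phosphate pH 7.0 + 0.01% (detergent screen) or 0.0001% Triton X-100; 5.3 nM AmpC reagent; cpd preinc 15 min RT; nitrocefin (800 uM stock) to start; A480 q20 s × 4 min; Activity was normalised to no-enzyme and no-compound control wells.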
LmPK inhibitor: LmPK (Leishmania mexicana) enzyme inhibition | Q27686 | purified LmPK, Kinase-Glo ATP luminescence, 1 h | Potency, µM (series often up to 57.5 µM), for inactives: top-dose activity change, negative = inhibition, most hits filed as inhibitors | 290,000 tested, 0.37% active | AID 1721; note: potency is the fitted concentration of half-maximal effect
Target sequence (Q27686 whole entry, looked up): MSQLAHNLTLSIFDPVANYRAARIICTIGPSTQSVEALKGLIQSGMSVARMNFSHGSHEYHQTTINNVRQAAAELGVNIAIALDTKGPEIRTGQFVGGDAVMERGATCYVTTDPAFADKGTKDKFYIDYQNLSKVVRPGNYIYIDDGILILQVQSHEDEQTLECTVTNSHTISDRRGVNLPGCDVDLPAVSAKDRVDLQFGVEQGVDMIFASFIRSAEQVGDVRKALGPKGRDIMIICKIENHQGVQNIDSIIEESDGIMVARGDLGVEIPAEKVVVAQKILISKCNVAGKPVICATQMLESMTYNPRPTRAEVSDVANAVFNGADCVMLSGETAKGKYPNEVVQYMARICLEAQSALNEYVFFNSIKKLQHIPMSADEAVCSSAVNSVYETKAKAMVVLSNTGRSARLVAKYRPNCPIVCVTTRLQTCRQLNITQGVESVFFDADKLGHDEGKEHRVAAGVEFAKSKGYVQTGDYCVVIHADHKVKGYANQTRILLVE
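Screened at intermediate enzyme activity to detect both inhibitors and activators: LmPK at 0.1 nM, with a 0.5 nM enzyme column as activation reference. PEP 0.5 mM, ADP 0.1 mM; ATP detected by luminescence after 1 h.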
AMA1 RON2 block: inhibitors of Plasmodium falciparum AMA1-RON2 interaction; AlphaScreen AMA1-biotinylated RON2 peptide binding; Potency, µM (doses to about 58.2 µM), inactives show at the top dose activity change, negative = inhibition, actives largely listed as inhibitors; 360,000 tested, 0.2% active; AID 720542;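 note: potency is the fitted concentration of half-maximal effect; 0% = vehicle wells and -100% = peptide control; nearly all actives have a fitted effect of over 45% in size; some results filed as inactive show a strong effect at the top dose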
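AMA1 (3D7) with his tag at 25 nM final met compounds first, then biotinylated RON2 peptide at 25 nM; detection used donor plus acceptor beads, 10 µg/mL apiece, read by AlphaScreen after 30 min at room temperature.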
TbPYK inhibitor: inhibitors of Trypanosoma brucei pyruvate kinase; TbPYK enzyme, Kinase-Glo Plus ATP luminescence, 45 min; Potency, µM (top dose mostly 76.8 µM), for the others: top-dose activity, negative = inhibition, actives largely listed as inhibitors; 410,000 tested, 0.12% active; AID 624173; note: potency is the fitted concentration of half-maximal effect; nearly all actives have a fitted effect of over 50% in size
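Readout: single end-point luminescence (Kinase-Glo Plus, 10 min). Reaction conditions were TbPYK/substrate plus 130 uM ADP, 45 min at RT, pH 7.2 TEA buffer. No-enzyme wells served as controls, and data were normalized before concentration-response fitting.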
HCMV antiviral: blocks human cytomegalovirus replication; 410,000 tested, 4.5% active; activity change, negative = inhibition, % at 57.5 µM; HFF cells, HCMV-luciferase reporter, 72 h; stronger effect = lower value; AID 1259415; in the data active = activity change below about -60%; inconclusive = no clear call, values can overlap the other calls; inactive = above about -39%
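Two compound doses tested in HFFs infected with HCMV-luciferase, MOI 1 PFU/cell, 72 h at 37C. Lysate luminescence read with OneGlo; data normalized against buffer-only and 10uM Salinomycin inhibitor controls.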
Active calls of the source: *; ? = inconclusive; · = no result given; + = active, no number; & = joins results of further samples; ! = repeats disagree; [ ] = remark or other dose. Unless noted, calls come from the whole dose curve; as a rule, active = well fitted curve in the direction sought with a large enough effect; inconclusive = small, poorly fitted or top-dose-only effect, or another doubt; inactive = no such curve, though single readings can be large; an effect the other way counts as inactive or inconclusive. Unless noted, % is set by controls: 0 for no effect and ±100 for the full control effect. Rows were taken by chance. About 7.5% of those tested had a hit in this group.

SMILES	AmpC no deterg	HCV inh	AmpC detergent	LmPK inhibitor	AMA1 RON2 block	TbPYK inhibitor	HCMV antiviral
Cc1ccc(SCc2c(C(=O)N/N=C/C3CC=CCC3)nnn2-c2nonc2N)cc1 (stereo not drawn)	-58%	16%	-6%	-1%	89%[activator]	-6%	11
CCC(=O)N1CCc2cc(S(=O)(=O)NC(C(=O)NCCc3cccc(C)c3)C(C)C)ccc21 (stereo not drawn)	·	·	?	·	·	-4%	18
COc1ccc(Cn2ccnc2SCC(=O)NC2CCCC2)cc1	50%	3%	-3%&-3%	-9%	-7%	2%&-4%	-25&-8
CC1CN(C(=O)c2cc3ccccc3oc2=O)CC(C)O1 (stereo not drawn)	-17%	12%	?	6%	1%	2%	10
COc1ccc(CNC(=O)COC(=O)/C=C/c2ccco2)cc1	-11%[11.4 µM]	5%	-8%	5%	-6%	0%	-5
COc1cccc(-c2ncc3ccccc3c2COC(=O)CCC(=O)O)c1	-23%	12%	6%	·	-8%	-1%	-15
COc1ccc(NC(=O)c2ccco2)cc1NC(=O)COc1ccccc1	-11%	?	-6%&18%	0%	-3%	-1%&3%	35&22
C/C(=N\N=C(/N)SC1CC(=O)N(c2ccc(Cl)cc2)C1=O)c1cccs1 (stereo not drawn)	-24%	-11%	2%	2%	62%[activator]	7%	-23
COc1ccc(CNC(=O)C2CCCN2S(=O)(=O)c2ccc(C)cc2)cc1 (stereo not drawn)	-1%	-3%	-13%	-4%	-3%	0%	-1
Cc1c(NS(=O)(=O)c2ccccc2F)c(=O)n(-c2ccccc2)n1C	0%	9%	0%	2%	17%	-5%	-23
COc1ccc(CCNS(=O)(=O)c2ccc(C3CNC(=O)C3)cc2)cc1OC (stereo not drawn)	0%	7%	-8%	1%	-2%	-3%	-2
OCCN1CCN(C(=S)Nc2ccc(Oc3ccccc3)cc2)CC1	47%	-15%	1%	3%	19%	1%	-27

Shown with bars between the fields: 4 of the compounds above
SMILES | AmpC no deterg | HCV inh | AmpC detergent | LmPK inhibitor | AMA1 RON2 block | TbPYK inhibitor | HCMV antiviral
COc1ccc(Cn2ccnc2SCC(=O)NC2CCCC2)cc1 | 50% | 3% | -3%&-3% | -9% | -7% | 2%&-4% | -25&-8
CC1CN(C(=O)c2cc3ccccc3oc2=O)CC(C)O1 (stereo not drawn) | -17% | 12% | ? | 6% | 1% | 2% | 10
COc1ccc(CNC(=O)COC(=O)/C=C/c2ccco2)cc1 | -11%[11.4 µM] | 5% | -8% | 5% | -6% | 0% | -5
COc1cccc(-c2ncc3ccccc3c2COC(=O)CCC(=O)O)c1 | -23% | 12% | 6% | · | -8% | -1% | -15

Next records follow:
SMILES	AmpC no deterg	HCV inh	AmpC detergent	LmPK inhibitor	AMA1 RON2 block	TbPYK inhibitor	HCMV antiviral
Cc1ccc(S(=O)(=O)NC(C)(C)CN2CCCCC2)cc1	-6%	15%	-13%	1%	13%	0%	41
COCCCNC(=O)C1CCN(C(=O)c2ccc(-n3ccc4ccccc43)s2)CC1	·	·	4%	·	·	-4%	10
Nc1nnc(CC(=O)N/N=C\c2ccc(-c3cccc(Cl)c3)o2)s1	-31%	-7%	?	5%	83%[activator]	2%	-31
CC(=O)c1c(C)[nH]c(-c2ccccc2)c1C	-7%	-5%	2%	3%	-30%	6%	93
Cc1ccc(N2CC(C(=O)NCc3cccnc3)CC2=O)cc1 (stereo not drawn)	-21%	13%	3%	-7%	4%	5%	55
CC1CN(C(C)C)C(C)CC1OC(=O)c1ccccc1 (stereo not drawn)	-20%	-3%	?	-1%	0%	1%	23
CC(C)(C)N1CCC1CN (stereo not drawn)	-8%	3%	0%	3%	5%	2%	2
N#Cc1ccccc1NC(=O)COC(=O)CCc1ccc(S(=O)(=O)N2CCCCC2)cc1	1%	-2%	-1%	0%	-13%	-11%	58
CCN(CC)CCCNC(=O)c1[nH]c(C)c(C(=O)NC2CCCCC2)c1C	-17%	6%	-7%	0%	-8%	4%	2
COc1ccccc1CC(=O)Nc1ccc2c(c1)C(=O)NC2=O	-8%	-1%	3%	2%	11%	1%	-28
COc1ccccc1C(=O)NC(=O)COC(=O)CN1C(=O)NC2(CCCCC2C)C1=O (stereo not drawn)	-2%	11%	-14%	·	12%	-2%	-4
COCc1cc(C)nc(SCC[N+](C)(C)CC(=O)c2ccccc2)c1C#N	21%	7%	-12%	4%	-8%	-2%	?
O=C(OC1CCOC1=O)C1CCN(S(=O)(=O)c2ccc(Cl)c(C(F)(F)F)c2)CC1 (stereo not drawn)	55%	-3%	0%	·	-19%	4%	-14
Cn1c(=O)n(C)c2cc(NS(=O)(=O)c3ccc(Br)cc3)c(NCc3ccccc3)cc21	·	·	18%	·	·	-6%	-39
CC(=O)c1c(C)[nH]c(C(=O)Nc2ccc(C)c(C)c2)c1C	-15%	?	7%	7%	14%	-1%	193
Cc1ccc(Cn2cc(CN3CC(N4CCN(Cc5cccc(C)c5)CC4)CS3(=O)=O)nn2)cc1 (stereo not drawn)	·	·	·	·	4%	6%	?
COc1ccc(-n2c(C)cc(/C=C3\C(=O)NN(c4ccccc4)C3=O)c2C)cc1	-29%	-3%	-3%	-1%	-20%	-5%	60
Cc1cc(C)n(CCCNC(=O)c2ccc(C)c(S(=O)(=O)N3CCOCC3)c2)n1	0%	?	-16%	·	7%	-5%	-34
CCOC(=O)c1c(C2COc3ccccc3O2)csc1NC(=O)c1ccccc1 (stereo not drawn)	-19%	-7%	-2%	1%	?	-6%	-29
CCOc1ccc(S(=O)(=O)N(C)CC(=O)NCc2ccc3c(c2)OCO3)cc1	-4%	-2%	1%	-1%	-5%	-7%	-27
Nc1cc(=O)[nH]c(SCC(=O)N2CCCC2)n1	-14%	16%	·	·	-1%	-2%	3
N#Cc1ccc(CSc2nnc(-c3ccncc3)o2)cc1	-1%[11.4 µM]	-18%	0%	1%	6%	5%	?
O=C(CSc1nnc(-c2cccc(F)c2)o1)N1CCOCC1	-20%	12%	3%	-8%	-8%	6%	9
COc1ccc(CC(=O)Nc2ccc(C(=O)Nc3ccccc3C(=O)O)cc2)cc1OC	-7%	6%	-11%	-4%	-13%	4%	-38
COc1cc(NC(=O)c2ccco2)c(C(=O)OCC(=O)Nc2ncc(Cl)cc2Cl)cc1OC	-14%	-10%	-12%	-2%	-8%	0%	8
Cn1c(=O)[nH]c(=O)c2c1nc(N1CCCCCC1)n2CCSc1nc2ccccc2o1	-1%	14%	-1%	11%	8%	6%	·
O=C(COC(=O)/C=C/c1ccccc1Cl)NCc1ccco1	-15%	10%	5%	-4%	-9%	-9%	0
CC(C)OCCCNC(=O)C(=O)Nc1c2c(nn1-c1ccccc1)CS(=O)(=O)C2	·	·	6%	·	·	1%	1
CCn1cc(Br)c(C(=O)Nc2ccc(Cl)cc2Cl)n1	-29%	-12%	-2%	0%	7%	-4%	36
CC(=O)OC/C=C(\C)CCC=C(C)C	-10%	6%	0%	·	0%	7%	-4
CCOC(=O)CSc1nc(-c2ccc(Cl)cc2)cc(C(F)(F)F)c1C#N	·	·	18%	·	·	-18%	37
COC(=O)c1ccc(Cn2nc(C)c([N+](=O)[O-])c2C)o1	169%[activator]	2%	2%	2%	8%	0%	12
CC(c1ccncn1)N(C)C(=O)c1ccc2oc(Cc3ccccc3)nc2c1 (stereo not drawn)	69%[activator]	5%	-1%	0%	2%	-4%	49
CNC(=O)COC(=O)/C=C/c1ccco1	-4%	19%	-3%	2%	3%	5%	12
Cc1cccc(NC(=O)C2CCCN(S(=O)(=O)c3ccc4c(c3)oc(=O)n4C)C2)c1 (stereo not drawn)	35%	-19%	5%&-2%	6%	1%	-1%	+!
Cc1cc(NC(=O)CSc2cn(CCNC(=O)c3ccc(F)cc3)c3ccccc23)no1	-28%	-21%	?	5%	-10%	0%	24
Cc1cc(Cl)ccc1OCC(=O)Nc1c(C(=O)c2ccccc2)oc2ccccc12	·	·	25%	·	·	2%	-18
OC(C#Cc1ccccn1)c1cccs1 (stereo not drawn)	0%	?	7%	-15%	-8%	3%	-62*
Fc1ccc(C2CC(c3ccco3)=NN2c2ccccc2)cc1 (stereo not drawn)	-22%	?	9%	-5%	97%[activator]	5%	-11
O=S(=O)(c1ccc(OCC(O)CNC23CC4CC(CC(C4)C2)C3)c(Cl)c1)N1CCOCC1 (stereo not drawn)	67%[activator]	?	4%	-1%	-6%	4%	-12
Clc1ccc(CNC2CCN(Cc3ccccc3)CC2)cc1	-5%	8.9µM*	-16%	-2%	3%	-20%	-2
O=C(Nc1ccccc1C(=O)NCCc1ccccc1)c1ccco1	-28%	-18%	1%	1%	1%	-5%	30
CNC(=O)COc1ncnc2sc(C)c(C)c12	-5%	13%	?	4%	-3%	-4%	-9
O=C(O)CCCC(=O)Nc1nc(-c2ccccc2)cs1	4%	-2%	-2%	-8%	14%	1%	-25
CCCCCCCCCC(=O)N/N=C/c1ccc(C)s1	-26%	4%	12%	5%	0%	-3%	70
CCOC(=O)C1=C(C)NC2=C(C(=O)CC(C)(C)C2)C1c1cccc(C)n1 (stereo not drawn)	27%	-12%	?	1%	-7%	-10%	-3
CC(C)C(NC(=O)c1ccc(F)cc1)C(=O)OCC(=O)N1CC(=O)Nc2ccccc21 (stereo not drawn)	-20%	33%[activator]	5%	0%	16%	3%	0
COCCNc1nc(NCc2cccs2)nc2ccsc12	·	·	·	·	-7%	-7%	?
CC1CCN(C(=O)Oc2ccccc2)CC1	-13%	6%	-9%	7%	-13%	-3%	-5
COCc1cc(C)nc(N/N=C/c2ccc(Cl)c(Cl)c2)c1C#N	-14%	-3%	?	0%	14%	7%	27
O=C(O)c1ccc(NC(=O)c2ccccc2NC(=O)c2ccccc2Br)cc1	-17%	12%	2%	-1%	2%	1%	-8
Cc1ccccc1Oc1ccc(-c2nc(N)nc(N)n2)cc1	-16%	0%	3%	-3%	-13%	3%	35
COc1ccc(NC(=O)C(CCS(C)(=O)=O)NC(C)=O)cc1 (stereo not drawn)	-6%	10%	-6%	-2%	10%	7%	28
CC1CCCN(C(=O)c2cc3c(-c4ccc(Cl)cc4)nn(C)c3s2)C1 (stereo not drawn)	-6%	7%	1%	2%	-3%	-4%	68
O=C(Nc1ccnn1C1CCN(C(=O)c2cc(Cl)ccc2F)CC1)C1CCOC1 (stereo not drawn)	7%	12%	-4%	0%	1%	8%	-12
